# Mtb RmlCD inh: M. tuberculosis RmlC/RmlD coupled enzyme inhibitors, primary screen, biochemical, compound mixtures, 384-well, from 1536-well plates | RmlC+RmlD coupled enzyme assay, percent inhibition; primary screen in compound mixtures | inhibition, % at 3.6 µM | actives 0.03% (n = 160,000); in the data active = inhibition mostly above about 34%, no sharp cut-off; inconclusive = no clear call, values can overlap the other calls; inactive = mostly below about 22%; also: some results filed as inactive read as strong as hits
# Target sequence (P9WH09 whole entry, looked up): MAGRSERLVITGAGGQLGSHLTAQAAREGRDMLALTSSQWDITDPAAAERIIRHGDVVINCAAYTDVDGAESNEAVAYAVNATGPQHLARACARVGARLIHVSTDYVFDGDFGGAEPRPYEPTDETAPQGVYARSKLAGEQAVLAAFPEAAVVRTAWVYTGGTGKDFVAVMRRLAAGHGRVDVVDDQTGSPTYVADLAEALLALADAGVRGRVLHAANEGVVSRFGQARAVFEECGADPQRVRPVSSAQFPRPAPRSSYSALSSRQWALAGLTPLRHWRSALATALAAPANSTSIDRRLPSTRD
# Target sequence (P9WH11 whole entry, looked up): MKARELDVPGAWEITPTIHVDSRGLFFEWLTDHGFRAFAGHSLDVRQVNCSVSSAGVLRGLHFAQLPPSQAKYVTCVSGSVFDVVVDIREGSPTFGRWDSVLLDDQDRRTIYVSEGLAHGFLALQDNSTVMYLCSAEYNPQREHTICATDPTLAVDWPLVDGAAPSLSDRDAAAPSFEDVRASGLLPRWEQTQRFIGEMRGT
# GlmU inhibition: inhibition of mycobacterial GlmU enzyme – biochemical, glucosamine-1-phosphate acetyltransferase (AID 1376); Bifunctional protein GlmU (Mycobacterium tuberculosis (strain ATCC 25618 / H37Rv)); M. tuberculosis GlmU acetyltransferase enzyme assay; higher % means a stronger effect; inhibition, %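 (tested at 30 µM in the primary screen)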, or IC50 in µM where a hit was titrated; actives 0.25% (n = 220,000); in the data active = inhibition above about 13%; inconclusive = no clear call, values can overlap the other calls;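 also: 0% = complete reaction with vehicle and 100% = reaction without substrate; strong numbers were not always called active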
# * hit, by the source's call; u = inconclusive; x = not tested or not shown. The list is partial, so the mix of outcomes need not match the whole.
SMILES,Mtb RmlCD inh,GlmU inhibition
O=C(NCC1CCCN(C(=O)c2cscn2)C1)c1ccccc1Cl (centres undefined),-7,0.9%
COc1ccccc1-c1nnc(SC2CCc3ccccc3NC2=O)s1 (centres undefined),x,5.0%
CCOC(=O)c1cccc(NC(=O)Nc2ccc(OCC)cc2)c1,-7,1.8%
Cc1ccc2c(=O)c(C(=O)NCc3cccs3)c[nH]c2c1,x,-0.8%
CC(C)C(=O)NNC(=O)CSc1nnnn1C(C)C,9,3.5%
Cc1ccc(Cc2nnc3n(-c4cccc(C)c4)nc(C(=O)c4ccccc4)n3c2=O)cc1,x,2.0%
CCC(CC)C(=O)NN(C(=O)c1ccncc1)C1CC(=O)N(c2ccccc2)C1=O (centres undefined),3,4.7%
NNC(=O)c1ccc2ccccc2n1,5,7.3%
CCC(=O)Nc1nonc1-c1nc2ccccc2n1CCC(C)C,-6,3.5%
COc1ccc(-c2onc3ccc(Br)cc23)cc1,x,-0.1%
COC(=O)c1nc(-c2ccccc2)oc1N(C)C,9,-5.2%
CCOC(=O)Cc1csc(NC(=S)NC(=O)c2ccc(Cl)cc2)n1,47,3.1%
CCN(c1ccccc1)S(=O)(=O)c1ccc(F)cc1,x,-0.2%
COc1cccc(C(=O)NCC(=O)N/N=C/c2cccc(OC(=O)c3ccc([N+](=O)[O-])cc3)c2)c1,2,-1.7%
Cc1ccc(OCC(=O)Nc2ccccc2Sc2ccc(Cl)cc2)c([N+](=O)[O-])n1,7,-5.1%
O=C1CC(C(=O)Nc2ccc(O)c(C(=O)O)c2)C(c2ccccc2)O1 (centres undefined),2,6.8%
O=C(NCc1cccnc1)c1ccc(COc2ccccc2Br)cc1,-12,-2.4%
CCCC(=O)Nc1ccc(C(=O)NCc2ccccc2Cl)cc1,8,1.9%
O=C(Nn1c(O)c(C=C2N=c3ccccc3=N2)sc1=S)c1cccc(Cl)c1,x,1.2%
CC(C)(C)SCCNS(=O)(=O)c1ccc(F)cc1,x,-1.0%
Cc1c(CN2CCCC(C)C2)c(O)n(CCO)c(=O)c1C#N (centres undefined),-10,-2.5%
O=c1c2c3c(sc2nc2n1CCC2)CCCCC3,13,-2.6%
COc1cccc(C2C3=C(CC(C)(C)CC3=O)Nc3cc(OC)c(OC)cc32)c1 (centres undefined),8,-2.4%
COc1nc2ccccc2c(=O)n1-c1ccc(Cl)cc1,-1,1.5%
COC(=O)Cn1c(=O)c2c(n(Cc3ccccc3)c1=O)N/C(=C/c1ccc(OC)cc1)C2=O,x,2.2%
# Following part:
SMILES,Mtb RmlCD inh,GlmU inhibition
O=c1[nH]c(=S)n(Cc2ccc(F)cc2)c(O)c1/C=N/N1CCCCC1,-7,-1.5%
COc1cc(OC)c(C2=NOC(C(=O)N3CCc4ccccc4C3)C2)cc1Cl (centres undefined),-3,-7.6%
COCCn1c(C)cc(C(=O)CSc2nc(C)cc(C)c2C#N)c1C,x,3.4%
CCOC(=O)Cc1cc(C)[nH]c1C(=O)OCC,9,-2.1%
CCC(=O)c1cc2c(C)cc(=O)oc2c(C)c1OC(=O)C(C)C,-2,0.5%
CN(C)/C=C1/Oc2c(ccc3ccccc23)C1=O,6,-3.2%
O=C(NCCCO)/C(=C\c1cn(-c2ccccc2)nc1-c1cccnc1)NC(=O)c1ccccc1,4,4.3%
CCc1ccc(N(CC)C(=O)c2ccc3c(Cl)c4c(nc3c2)CCC4)cc1,x,-6.2%
COc1cccc(C(=O)N2CCN(C(=O)Cc3ccccc3)CC2)c1,-7,1.5%
Cc1ccc(-n2c(C)cc(C3N=C(N)Nc4nc5ccccc5n43)c2C)c(C)c1 (centres undefined),x,-1.0%
Cc1nc(C)c(-c2ccn(C(=O)NC(C)C)n2)s1,-7,1.3%
CN(CC(=O)NCc1ccc2c(c1)OCO2)S(=O)(=O)c1ccc(Br)s1,10,-4.4%
CNc1ccccc(-c2ccc3ccccc3n2)c1=O,-15,0.2%
O=C(c1ccc(N2CCOCC2)nc1)N1CCCCC1,x,3.7%
COCCNC(=S)N/N=C(\C)c1cccc(OC)c1,8,1.4%
O=C(O)CCCNC1=NCCC1,3,3.8%
Cc1cccc(OCC(=O)N/N=C/c2cccn2C)c1,11,3.6%
CC1CCCC(C)N1C(=O)CN1C(=O)C(C)(C)Oc2ccc(C(=O)NC3CCCC3)cc21 (centres undefined),14,-2.0%
NC(=O)CSc1nnc(Cn2cnc3ccccc32)o1,5,-3.8%
CC(=O)N1CCN2C(=O)C1CCCC(=O)c1cc(C(C)C)ccc12 (centres undefined),-11,-2.4%
NS(=O)(=O)c1ccc(CCN2C(=O)/C(=C\c3ccc(Cl)cc3)SC2=S)cc1,-15,8.2%
CCOc1cc(NC(=O)CCl)c(OCC)cc1NC(=O)CCl,8,-0.8%
CC(C)OP(=O)(OC(C)C)C(NC(=O)c1ccccc1Br)C(N)=O (centres undefined),x,2.9%
CC1=CN2CC(O)CN=C2C=C1 (centres undefined),0,1.0%
Cc1ccccc1C(C(=O)NC1CCCC1)N(C(=O)CNC(=O)c1ccco1)c1cccnc1 (centres undefined),x,2.3%
# (continued)
SMILES,Mtb RmlCD inh,GlmU inhibition
CC(C)(C)NC(=O)NC(=O)COC(=O)Cc1coc2ccc3ccccc3c12,x,-5.6%
S=C(NCCc1ccccc1)NCCc1ccccc1,9,-2.9%
COc1cccc(Nc2nnc(SCC(=O)N(CC(C)C)CC(C)C)s2)c1,4,7.7%
COC(=O)CNC(=O)CSc1nnc(-c2ccc(OC)cc2)n1CC(C)C,x,5.6%
CC(C)OCCCNC(=O)CNC(=O)c1cccs1,1,-3.0%
COc1ccc(-c2nc(-c3cccnc3)no2)cc1OC,10,-0.4%
COC(=O)c1ccccc1NC(=O)CNc1cc(Cl)ccc1N1CCOCC1,5,3.7%
CC(=O)SCCC(=O)Nc1ccccc1,x,3.7%
O=S(=O)(Nc1nc2ccc(S(=O)(=O)N3CCCC3)cc2s1)c1ccc(F)cc1,15,-0.7%
CC(=O)Nc1ccc(S(=O)(=O)NCC(=O)OC(C)c2ccccc2Cl)cc1 (centres undefined),4,0.1%
CCOC(=O)Cn1nnnc1CN(Cc1ccccc1)Cc1cc2cc(CC)ccc2[nH]c1=O,-10,-3.5%
CCC(=O)N1CC(=O)Nc2ccc(Br)cc2C1c1ccccc1 (centres undefined),5,6.6%
COc1ccc(CCNCC(O)COc2cccc(Br)c2)cc1 (centres undefined),-3,-0.5%
Cc1noc(C)c1CN1C(=O)NC2(CCc3ccccc3C2)C1=O (centres undefined),u,1.7%
CCOC(=O)c1[nH]c(COC(=O)c2ccccc2NC(=O)c2ccco2)c(C(=O)OCC)c1C,4,2.3%
CCCCCC(=O)Nc1ccc(N2CCN(C(=O)CCC)CC2)cc1,x,2.2%
COc1ccc2c(c1)CCc1cn3nc(C)cc3nc1-2,-4,0.8%
O=C(NCc1ccc(N2CCCC2=O)cc1)Nc1ccccc1,2,2.3%
O=c1[nH][nH]c2cc(=O)n(-c3ccc(Cl)cc3)nc12,-10,8.6%
Cc1ccc(N2CCN(CCCCN3C(=O)C4CCCN4C3=O)CC2)cc1 (centres undefined),4,-2.7%
COCc1cc(=O)[nH]c(=S)[nH]1,11,5.2%
CCOC(=O)c1c(-c2ccccc2)csc1NC(=O)c1cccc(N2C(=O)CCC2=O)c1,-6,8.3%
Cc1cc(F)ccc1NCc1ccccc1[N+](=O)[O-],4,0.9%
Nn1c(SCc2ccccc2F)nnc1-c1ccncc1,-7,3.7%
O=C(Nc1nccs1)C1CCN(S(=O)(=O)c2cnc[nH]2)CC1,-7,2.0%

# A different layout for 4 compounds above.
CCOC(=O)c1[nH]c(COC(=O)c2ccccc2NC(=O)c2ccco2)c(C(=O)OCC)c1C
  Mtb RmlCD inh = 4 | GlmU inhibition = 2.3%

CCCCCC(=O)Nc1ccc(N2CCN(C(=O)CCC)CC2)cc1
  Mtb RmlCD inh = x | GlmU inhibition = 2.2%

COc1ccc2c(c1)CCc1cn3nc(C)cc3nc1-2
  Mtb RmlCD inh = -4 | GlmU inhibition = 0.8%

O=C(NCc1ccc(N2CCCC2=O)cc1)Nc1ccccc1
  Mtb RmlCD inh = 2 | GlmU inhibition = 2.3%

# More records.
SMILES,Mtb RmlCD inh,GlmU inhibition
CC(C)N(C(=O)CO/N=C/c1cccc([N+](=O)[O-])c1)C(C)C,9,2.6%
O=C(Cn1nnc2ccccc21)Nc1ccc([N+](=O)[O-])cc1,x,2.7%
O=C(O)c1ccc(Nc2ncc([N+](=O)[O-])cc2[N+](=O)[O-])cc1,x,0.8%
COc1ccc(C2=NOC3(CC(=O)N(c4ccc(C)cc4)C3=O)C2)c(OC)c1 (centres undefined),16,-0.7%
COc1ccc(-c2nc(N)n(C(=O)c3ccc(C)cc3)n2)cc1,-8,1.8%
CC(=O)NC1=NC(=O)C(C)S1 (centres undefined),x,-0.4%
CCN(CC)CCN1CCn2c3c(c4cc(C)ccc42)CCCC31 (centres undefined),x,-5.8%
CCN(CC)S(=O)(=O)c1ccc(C)c(NC(=O)COc2ccc(Br)cc2Cl)c1,12,-3.6%
Cc1cc(NC(=O)CCC(=O)N(CC(=O)NCC2CCCO2)c2ccccc2C)no1 (centres undefined),x,4.3%
NC1=NC[C@H](CC2CCCCC2)N1CCc1cc(C(F)(F)F)cc(C(F)(F)F)c1,x,-15%
COc1ccc(C(=O)NNC(=O)c2ccncc2)cc1,16,-2.1%
CC(C)N(C(=O)C[n+]1ccsc1N)c1ccccc1,-12,4.3%
CC1CC2=C(C(=O)O1)C(C)Nc1ccccc1N2 (centres undefined),-10,-0.8%
CCN(C(=O)COc1ccccc1)C1CCCCC1,x,-1.9%
Cc1cccc(COCC(Cc2ccccc2)N2CCN(C(=O)c3cccc(C)c3)CCC2=O)c1 (centres undefined),x,-0.3%
COc1ccc(NC(=O)c2ccc(-n3cncn3)c([N+](=O)[O-])c2)cc1,x,4.3%
Cc1ccccc1N=C(NOCc1ccc(Cl)cc1Cl)c1nonc1N,-1,1.7%
Cc1ccc2nc(NCc3ccccc3)c(C#N)cc2c1,9,-3.5%
O=C(NCC1CC1)c1onc(CSc2ccccc2)c1C(=O)NCC1CC1,x,1.6%
O=C(CN1CCCC1)N/N=C/c1ccc(-c2cccc(Cl)c2)o1,x,-2.1%
C=CCNc1nc2c(c(=O)n(C)c(=O)n2C)n1CC(=C)C,x,-3.0%
CC(=O)N(C1=C(N)C(=O)c2ccccc2C1=O)C(C)C,x,-3.8%
Cn1cnc([N+](=O)[O-])c1Nc1ccc(O)cc1,8,-3.1%
c1ccc(-c2ccc(-c3nc(-c4ccncc4)no3)cc2)cc1,x,5.7%
CCc1c(C)sc(NC(=O)c2cccs2)c1C(=O)OC(C)C,-14,0.5%

# A second format for part of the listing above:
Cc1ccc2nc(NCc3ccccc3)c(C#N)cc2c1
  Mtb RmlCD inh: 9
  GlmU inhibition: -3.5%

c1ccc(-c2ccc(-c3nc(-c4ccncc4)no3)cc2)cc1
  Mtb RmlCD inh: x
  GlmU inhibition: 5.7%

# More entries follow.
SMILES,Mtb RmlCD inh,GlmU inhibition
CSCCC(NS(=O)(=O)c1ccc(Cl)cc1)C(=O)OCC(=O)N(C(C)C)C(C)C (centres undefined),-4,-8.8%
C=CCn1cc(C(=O)OCC)c(=O)c2ccc(F)cc21,-3,4.9%
CS(=O)(=O)Nc1ccc(C(=O)Nc2ccc3c(c2)OCCO3)cc1,-6,-3.4%
CN(C)CC(C)(C)CN=Cc1c(O)[nH]c2ccccc12,4,-4.2%
COC(=O)c1nnn(CC(=O)NC(=O)Nc2cccc(Cl)c2C)c1C(=O)OC,-2,-2.4%
COc1ccc2c(c1)C=C(C(=O)OCc1cccnc1)CO2,-4,-0.2%
O=C(Cn1c(SCC(=O)N2CCCc3ccccc32)nc2ccccc21)N1CCCC1,-15,1.7%
CC(CN1CCOCC1)OC(=O)CCc1ccccc1 (centres undefined),x,7.4%
O=C(c1cc2c(ccc3ccccc32)oc1=O)N1CCCC1,-9,3.6%
CCc1c(C)nc(SCC(=O)NNC(=O)Cc2ccc(OC)cc2)[nH]c1=O,-7,-5.5%
CCOC(=O)c1cc(-c2ccc(F)cc2)n(CCC(=O)NC2CCN(Cc3ccccc3)CC2)c1C,2,2.5%
COc1cc2c(cc1OC)C1(Nc3c-2c(Cc2ccccc2)nn3-c2ccccc2)C(=O)Nc2ccccc21 (centres undefined),1,1.3%
OCCC1CN(Cc2cccn2-c2cccnc2)CCN1Cc1ccc(F)cc1 (centres undefined),19,6.8%
CN(C)CCCC1(O)c2ccccc2CCc2ccccc21,-6,-2.4%
Cc1c(NC(=O)Oc2ccccc2)sc(=S)n1C,-4,2.9%
CC1(C)CC[C@]2(C)CC[C@]3(C)C4C[C@@H]5OO[C@@]6(O5)C(CCCC6(C)C)[C@]4(C)CC[C@@]3(C)C2C1 (some centres undefined),x,0.2%

# Ordered by number of heavy atoms (lowest first): 3 of the compounds above
SMILES,Mtb RmlCD inh,GlmU inhibition
O=C(c1cc2c(ccc3ccccc32)oc1=O)N1CCCC1,-9,3.6%
CCc1c(C)nc(SCC(=O)NNC(=O)Cc2ccc(OC)cc2)[nH]c1=O,-7,-5.5%
O=C(Cn1c(SCC(=O)N2CCCc3ccccc32)nc2ccccc21)N1CCCC1,-15,1.7%
